Screening results (PubChem)
USP2a block – USP2a (human) protease inhibition; actives 0.01% (n = 330,000); O75604; Potency, µM (titrated, usually from 38.3 µM), for the others: at the top dose activity change, negative = inhibition, actives largely listed as inhibitors; USP2 core, Ub-CHOP2 coupled fluorogenic reporter, 485/531;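 also: potency is read from the fitted curve at half-maximal effect; plate controls were DMSO wells for no effect and full inhibition by NEM control for full effect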
Target sequence (O75604 whole entry, looked up): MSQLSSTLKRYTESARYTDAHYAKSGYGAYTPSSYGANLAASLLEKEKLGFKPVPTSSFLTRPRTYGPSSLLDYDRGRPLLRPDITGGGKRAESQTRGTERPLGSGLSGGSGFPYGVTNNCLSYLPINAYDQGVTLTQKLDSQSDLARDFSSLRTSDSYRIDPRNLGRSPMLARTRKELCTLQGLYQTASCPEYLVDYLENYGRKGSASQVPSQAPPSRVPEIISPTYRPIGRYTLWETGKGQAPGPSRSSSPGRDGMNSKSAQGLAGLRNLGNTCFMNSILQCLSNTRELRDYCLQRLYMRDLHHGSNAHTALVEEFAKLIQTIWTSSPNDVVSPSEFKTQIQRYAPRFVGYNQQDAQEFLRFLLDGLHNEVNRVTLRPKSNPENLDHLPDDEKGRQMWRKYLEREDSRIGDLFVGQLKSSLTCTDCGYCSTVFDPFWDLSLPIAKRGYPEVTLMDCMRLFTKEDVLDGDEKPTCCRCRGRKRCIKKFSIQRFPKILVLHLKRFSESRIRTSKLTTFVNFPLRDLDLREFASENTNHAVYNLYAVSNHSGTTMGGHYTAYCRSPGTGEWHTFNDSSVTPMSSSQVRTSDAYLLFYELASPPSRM
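Deubiquitinase activity read as fluorescence (485/531 nm) after Ub-CHOP2 cleavage activates the enterokinase reporter on its substrate; USP2 core 10nM, Ub-CHOP2 and substrate 25nM each, 30min compound preincubation then 60min RT; data normalized to NEM, curves fitted.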
Tb PFK block – inhibitors of T. brucei phosphofructokinase. Potency, µM (top dose mostly 57.5 µM), inactives show top-dose activity, negative = inhibition, usual class: inhibitors. T. brucei PFK, ADP-Glo luminescence. O15648. actives 0.17% (n = 330,000);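 also: potency is read from the fitted curve at half-maximal effect; 0% = uninhibited 1x PFK enzyme wells and -100% = no-enzyme wells; nearly all actives have a fitted effect of over 60% in size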
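PFK 1.25 nM, F6P 0.5 mM, ATP 0.1 mM, 0.1 M TEA pH 8.0, 5 mM MgCl2, 0.01% Tween20, 0.1% BSA; 45 min RT. ADP-Glo readout. qHTS titration up to 57 uM; curves fitted, compounds curve-classed.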
Mito fusion yeast – inhibitors of mitochondrial division or activators of mitochondrial fusion; AID 485298; actives 0.23% (n = 320,000); Potency, µM (top dose mostly 46.1 µM), inactives show at the highest dose growth rescue (activation), hits mostly activators; S. cerevisiae fusion-defective mutant growth rescue, CellTiterGlo 48 h;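 also: potency is read from the fitted curve at half-maximal effect; % of control where 0% means no effect; nearly all actives have a fitted effect of over 45% in size; temperature-sensitive fusion mutants such as fzo1-1 at 37 °C on non-fermentable ethanol glycerol medium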
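Growth-rescue viability read-out: after 48 h at the non-permissive 37C in glycerol/ethanol YPEG, yeast mitochondrial fusion mutants are measured by CellTiterGlo luminescence; compounds (23 nl pinned per well) restoring growth score as division inhibitors or fusion activators.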
Eya2 phos inh – Eya2 (human) phosphatase inhibition; recombinant Eya2, OMFP fluorescence dephosphorylation (OMFP is methylfluorescein phosphate); Potency, µM (series often up to 76.9 µM), for the others: at the highest dose activity, negative = inhibition, most hits filed as inhibitors; actives 0.006% (n = 330,000); also: potency is read from the fitted curve at half-maximal effect; % is scaled to controls: 0 for no effect and ±100 for the full control effect
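Eya2 protein (added as 0.2 uM solution) was preincubated with compound for 10 min at ambient temperature in 50 mM HEPES pH 7.5, 50 mM NaCl, 5 uM MgCl2, 0.05% BSA, 1 mM DTT. OMFP (added at 50 uM) then reacted 10 min; fluorescence read at 485/525 nm.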
TSHR antag – blocks TSH signaling through the human TSH receptor | activity change, negative = inhibition, % at 11.5 µM | P16473 | TSHR-expressing cells, TSH-stimulated cAMP HTRF, 2 h; stronger effect = lower value | actives 0.2% (n = 330,000);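 active = activity change below a set negative limit, meaning inhibition stronger than a set level, cut at about -70% in these data; inconclusive = activity change between two set negative limits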; also: % is scaled to controls: 0 for no effect and ±100 for the full control effect
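Inhibition of cAMP made by TSHR-expressing cells under TSH stimulation (4nM final, EC80; 2 h, 37 deg C) is quantified with a one-step lysis HTRF kit, anti-cAMP cryptate versus cAMP-d2.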
TCR activator – activators of T cell receptors; Potency, µM (titrated, usually from 9.22 µM), for the others: at the top dose activation of IL-2 secretion, actives largely listed as activators; 330,000 tested, under 10 active; primary human leukocytes, anti-CD3, IL-2 HTRF, 48 h; also: % of control where 0% means no effect
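Primary human leukocytes were stimulated with a-CD3 beads plus compounds for 48 hr without co-stimulation; secreted IL-2 was quantified by HTRF using a-IL-2-K (europium cryptate) and a-IL-2-d2, excited at 320nm with acceptor emission read at 665nm.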
B2AR arrestin – beta2AR (human) beta-arrestin recruitment activity; P07550; beta-arrestin recruitment to beta2AR, cell-based reporter; Potency, µM (top dose mostly 46.1 µM), for the others: top-dose activation, actives largely listed as activators; actives 0.02% (n = 330,000);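 also: potency is read from the fitted curve at half-maximal effect; 0% = DMSO controls and full agonism = EC100 isoproterenol or metaproterenol; nearly all actives have a fitted effect of over 65% in size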
Target sequence (P07550 whole entry, looked up): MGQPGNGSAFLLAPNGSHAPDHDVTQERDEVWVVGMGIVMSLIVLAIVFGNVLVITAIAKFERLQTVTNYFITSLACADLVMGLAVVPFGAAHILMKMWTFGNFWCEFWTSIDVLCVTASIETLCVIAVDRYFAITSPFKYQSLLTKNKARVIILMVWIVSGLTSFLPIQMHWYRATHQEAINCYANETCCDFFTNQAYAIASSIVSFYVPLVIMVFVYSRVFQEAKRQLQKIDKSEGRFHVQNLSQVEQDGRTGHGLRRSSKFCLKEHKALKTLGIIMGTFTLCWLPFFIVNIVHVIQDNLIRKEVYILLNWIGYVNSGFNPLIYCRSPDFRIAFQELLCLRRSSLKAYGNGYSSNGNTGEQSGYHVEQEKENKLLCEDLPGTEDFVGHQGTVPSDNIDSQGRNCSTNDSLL
PTAP TSG101 blk – blocks PTAP/TSG101 interaction to inhibit HIV-1 budding; Fluorescence polarization, FITC-PTAP peptide / Tsg101 binding; Potency, µM (top dose mostly 115 µM), for inactives: at the highest dose activity change, negative = inhibition, most hits filed as inhibitors; 340,000 tested, under 10 active; AID 493005; active = well fitted inhibition curve with a large enough effect in the main read-out, with a control signal flat, not every such curve was filed as active; inconclusive = small, poorly fitted or top-dose-only effect, or effect the other way, or a change in a side signal; inactive = no such curve, though single readings can be large or run the other way; also: potency is read from the fitted curve at half-maximal effect; % of control where 0% means no effect
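Tsg101 binding domain (10 uM final) was mixed with compound and a FITC-labeled PTAP peptide (50 nM final) in HEPES pH 7.5 buffer with NaCl, Tween 20, EDTA and TCEP; fluorescence polarization was read after 20 min at r.t.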
BCR signal inh – blocks chronic active B-cell receptor signaling; ABC-DLBCL IkBa-CBG/CBR reporter, luminescence ratio, 4 h; Potency, µM (highest dose often 46.1 µM), for inactives: at the top dose ratio change, negative = lower green/red ratio, usual class: inhibitors; actives 0.05% (n = 340,000); AID 493014; active = well fitted inhibition curve with a large enough effect in the signal ratio, with a control signal flat, not every such curve was filed as active; inconclusive = small, poorly fitted or top-dose-only effect, or effect the other way, or a change in a side signal; the % refers to the signal ratio;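 also: potency is read from the fitted curve at half-maximal effect; plate controls were basal doxycycline-induced cells for no effect and cells given 10 µM MG132 for full effect; MG132 reads +100%, hits lower the ratio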
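TMD8 ABC-DLBCL cells carrying doxycycline-inducible green luciferase fused to IkappaBalpha plus unfused red luciferase were exposed to compounds (up to 46 uM) for 4 hrs at 37C. Activity came from the overlap-corrected green/red luminescence ratio.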
ELG1 repair inh – ELG1-dependent DNA repair inhibition. actives 2.3% (n = 330,000). HEK293T ELG1-luciferase reporter, luminescence, 16 h; DNA damage induced by 5-fluorouridine. Potency, µM (top dose mostly 46.1 µM), for inactives: at the top dose activity change, negative = inhibition, actives largely listed as inhibitors; also: potency is read from the fitted curve at half-maximal effect; % is scaled to controls: 0 for no effect and ±100 for the full control effect; nearly all actives have a fitted effect of over 55% in size
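Step one: seed 2,000 cells per well. Step two: pin-transfer compound or DMSO alongside 5-fluorouridine. Step three: incubate 16 hr, 37 °C, 5% CO2. Step four: add ONE-Glo, wait 30 min, read luminescence.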
uPA generation – cell surface uPA generation inhibition; cell surface uPA generation assay, qHTS; Potency, µM (top dose mostly 38.3 µM), inactives show at the highest dose activity change, negative = inhibition, most hits filed as inhibitors; actives 0.31% (n = 330,000); AID 540303; active = well fitted inhibition curve with a large enough effect; inconclusive = small, poorly fitted or top-dose-only effect; inactive = no such curve, though single readings can be large or run the other way; tested in mouse RAW 264.7 cells; also: potency is read from the fitted curve at half-maximal effect; % is scaled to controls: 0 for no effect and ±100 for the full control effect; nearly all actives have a fitted effect of over 55% in size
Starred values were filed as active, the others as inactive; u = inconclusive; x = no result given; [ ] = remark or other dose. Unless noted, calls follow the shape of the dose curve; as a rule, active = well fitted curve in the direction sought with a large enough effect; inconclusive = small, poorly fitted or top-dose-only effect, or another doubt; inactive = no such curve, though single readings can be large; an effect the other way counts as inactive or inconclusive.

SMILES | USP2a block | Tb PFK block | Mito fusion yeast | Eya2 phos inh | TSHR antag | TCR activator | B2AR arrestin | PTAP TSG101 blk | BCR signal inh | ELG1 repair inh | uPA generation
CCOC(=O)C(CC(=O)O)N1CCCCC1 (stereo unspecified) | 5% | 1% | -2% | -2% | -1 | 6% | -0.5% | -6% | 7% | -5% | 1%
Cc1ccccc1NC(=S)N(Cc1ccccc1)Cc1cccs1 | 1% | -3% | 8% | -9% | 0 | 2% | -0.2% | 0% | -3% | -2% | -6%
COc1ccc(CCC(=O)OCC(=O)N(CC(C)C)c2c(N)n(Cc3ccccc3)c(=O)[nH]c2=O)cc1 | 1% | -1% | 1% | -17% | 7 | 4% | 0.2% | -1% | 7% | 10% | 2%
CCCn1c(SCC(=O)N2N=C3/C(=C/c4ccc(OC)cc4)CCCC3C2c2ccc(OC)cc2)n[nH]c1=O (stereo unspecified) | 0% | -1% | 9% | -10% | 3 | -6%[46.1 µM] | 12% | -3% | -9% | u | -9%
CCN(CC)CCCNC(=S)N1CCC(c2nc3ccccc3[nH]2)CC1 | -2% | 3% | 0% | -13% | 10 | 4% | -0.6% | -2% | 2% | 10% | 2%
CNS(=O)(=O)c1cc(NC(=O)c2cncn2-c2ccccc2)ccc1C | 1% | 4% | -6% | -15% | -23 | -3% | -0.4% | 2% | u | 0% | 13%
C=CCC1(CC=C)CCCN1C(=O)CC1C(=O)NCCN1Cc1ccc(OC)c(OC)c1 (stereo unspecified) | 2% | -3% | 4% | 14% | 3 | -4% | -1.3% | 0% | -16% | 11% | 3%
COC(=O)c1cc(OC)c(OC)cc1NC(=S)N1CCN(Cc2ccccc2)CC1 | 2% | -4% | 10% | 3% | 0 | -6% | -0.1% | -10% | 0% | 4% | 6%
COc1cc(/C=N/NC(=O)Cn2cnc3c2c(=O)n(C)c(=O)n3C)cc(OC)c1OC | 3% | -14% | 4% | -7% | 3 | 11% | -0.7% | -4% | -10% | 2% | 4%
CSCCC(NS(=O)(=O)c1ccc2c(c1)oc(=O)n2C)C(=O)NCc1ccccc1 (stereo unspecified) | 4% | 0% | 0% | 3% | 9 | -4% | -1.1% | 1% | 0% | 7% | 3%
CC1(C)CC(=O)C=C(c2ccc(F)cc2OCc2ccccc2)C1 | 4% | 1% | u | -20% | 18 | 1% | 0.2% | 0% | u | -3% | u
CCOC(=O)C1CCCN(CC(O)COc2ccc(OC)cc2C(C)(C)C)C1 (stereo unspecified) | 4% | 1% | -9% | -13% | 0 | 5% | -1.1% | -16% | -1% | -29% | 5%
COc1cccc(C2CC(c3c(Cl)cccc3Cl)n3nc(N)nc3N2)c1 (stereo unspecified) | 1% | 0% | 2% | 20% | -9 | -4% | 0.0% | -7% | u | 18% | -5%
CC(NC(=O)c1ccc(NC(=O)c2ccco2)cc1)c1ccccc1 (stereo unspecified) | 1% | -1% | 2% | 1% | 18 | 2% | 0.5% | -5% | 0% | 13% | 5%
Cn1c(=O)c(C(=O)COC(=O)c2cc(C3CC3)nc3ccccc23)c(N)n(Cc2ccccc2)c1=O | 0% | 4% | 1% | -10% | -3 | 9% | -2.1% | 1% | 1% | -29% | 8%
O=C(Nc1cc(-c2nc3ncccc3o2)ccc1Cl)c1ccc2c(c1)OCO2 | 0% | -2% | 10% | -9% | 3 | x | -1.0% | -1% | u | 5% | 6%
Cn1c(C(=O)N2CCN(c3ccccn3)CC2)cc2ccccc21 | 0% | -2% | -1% | 2% | -3 | x | -2.5% | -5% | -1% | -8% | -3%
Cc1cc(C)n(-c2ccc(C(=O)Nc3ccc(C)c(S(=O)(=O)N4CCOCC4)c3)cc2)n1 | 2% | 3% | 13% | -8% | -25 | -6% | 0.1% | -6% | u | u | 4%
Cc1cccc(CCN(C(=O)Cc2cccs2)C(C(=O)NC2CCCCC2)c2cccnc2)c1 (stereo unspecified) | 2% | 1% | 0% | 7% | -28 | 1% | -0.8% | 23% | 13% | 3% | -1%
O=C(c1ccco1)N1CCN(C(=O)c2ccc(-c3cccc(C(F)(F)F)c3)o2)CC1 | 9% | 9% | 26% | 5% | 2 | 2% | 0.0% | 0% | -2% | u | -2%
Cc1cc2nc(/C(C#N)=C/c3ccncc3)[nH]c2cc1C | 2% | 0% | 6% | -11% | 5 | -1% | -0.3% | -1% | -1% | 8% | -11%
CCOC(=O)CSc1cc(-c2ccccc2)nc2ncnn12 | 1% | -22% | u | -3% | 0 | 1% | 0.3% | -1% | u | u | -3%
Cc1noc(C)c1C(=O)NCc1ccccc1F | 4% | 3% | -4% | -2% | -6 | -15% | 0.5% | 0% | -1% | -10% | -2%
Cc1ccc(N(CC(=O)Nc2cccc(Cl)c2C)S(C)(=O)=O)cc1 | -1% | -2% | 1% | 8% | 17 | -1% | -0.6% | -6% | 2% | -27% | -12%
COc1ccc(N2C(=O)[C@@H]3[C@H](C2=O)[C@H]2c4ccccc4C=CN2[C@@H]3C(=O)Nc2ccccc2)cc1 | 7% | 8% | 1% | 7% | -1 | 6% | -1.2% | u | u | 10% | 0%

Single records, as listed above.
Listed for `Cn1c(=O)c(C(=O)COC(=O)c2cc(C3CC3)nc3ccccc23)c(N)n(Cc2ccccc2)c1=O` = USP2a block = 0%; Tb PFK block = 4%; Mito fusion yeast = 1%; Eya2 phos inh = -10%; TSHR antag = -3; TCR activator = 9%; B2AR arrestin = -2.1%; PTAP TSG101 blk = 1%; BCR signal inh = 1%; ELG1 repair inh = -29%; uPA generation = 8%
Listed for `CC(NC(=O)c1ccc(NC(=O)c2ccco2)cc1)c1ccccc1` (stereo unspecified) = USP2a block = 1%; Tb PFK block = -1%; Mito fusion yeast = 2%; Eya2 phos inh = 1%; TSHR antag = 18; TCR activator = 2%; B2AR arrestin = 0.5%; PTAP TSG101 blk = -5%; BCR signal inh = 0%; ELG1 repair inh = 13%; uPA generation = 5%

An excerpt from above in order of their number in B2AR arrestin, falling:
canonical_smiles	B2AR arrestin
CC(NC(=O)c1ccc(NC(=O)c2ccco2)cc1)c1ccccc1 (stereo unspecified)	0.5%
CNS(=O)(=O)c1cc(NC(=O)c2cncn2-c2ccccc2)ccc1C	-0.4%
Cn1c(C(=O)N2CCN(c3ccccn3)CC2)cc2ccccc21	-2.5%

Continuation.
SMILES | USP2a block | Tb PFK block | Mito fusion yeast | Eya2 phos inh | TSHR antag | TCR activator | B2AR arrestin | PTAP TSG101 blk | BCR signal inh | ELG1 repair inh | uPA generation
Cc1cccc(Nc2nc(N3CCN(C)CC3)nc(N)c2[N+](=O)[O-])c1 | 2% | 2% | -10% | -16% | -13 | 0% | -0.4% | -1% | -2% | u | 6%
COc1cccc(/C=N/NC(=O)c2cnccn2)c1O | 2% | 5% | -4% | -24% | -13 | 2% | 3.5% | -2% | u | 0% | -11%
O=Cc1ccc(Sc2ncccn2)o1 | 9% | 8% | -5% | -25% | -9 | 1% | -0.7% | -1% | 2% | 10% | 7%
CCN1C(=O)CSC1=NC1C2CC3CC(C2)CC1C3 (stereo unspecified) | 1% | 6% | -12% | -14% | -2 | -2% | -0.8% | -4% | -4% | 9% | 2%
Cc1ccc(NC(=O)C2CSC3(C)CCC(=O)N23)cc1S(=O)(=O)N1CCCCCC1 (stereo unspecified) | -11% | -3% | 0% | -3% | -6 | 2% | -1.1% | 1% | -14% | u | u
Cc1ccc(Cc2nc(-c3ccccn3)no2)cc1 | -1% | 0% | -3% | -3% | 18 | 2% | 0.4% | -5% | u | u | 1%
CC(C)COCC1CC2(CC(C)(c3csc(N)n3)OC2=O)C(=O)O1 (stereo unspecified) | 0% | 0%[0.46 µM] | -2% | 1% | -5 | 4% | 9.6% | -6% | -19% | 8% | 4%
O=C(Oc1ccc(Cl)c2cccnc12)N1CCCCC1 | 0% | 0% | 2% | -5% | -10 | -1% | -0.1% | 0% | -3% | u | 12%
COc1ccc(S(=O)(=O)N2CCCCCC2)cc1C(=O)NCCc1ccc(F)cc1 | 0% | -3% | 29% | -1% | -7 | 10% | -0.1% | -4% | u | -21% | -9%
